FID counter: counter-screen for HCV NS3 helicase inhibitors: DNA intercalator displacement | DNA fluorescent intercalator displacement, fluorescence | inhibition, % at 7.9 µM | hit rate 0.17% among 290,000; in the data active = inhibition above about 37%;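 note: 0% = vehicle and 100% = reference compound; higher means more ethidium bromide displaced from hairpin DNA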
IMP-1 inh: inhibitors of Pseudomonas aeruginosa IMP-1 metallo-beta-lactamase | hit rate 0.45% among 290,000 | purified IMP-1, nitrocefin hydrolysis, epi-absorbance fluorescence | inhibition, % at 5.6 µM | AID 1556;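 active = inhibition above the mean plus 3 SD of all compounds in the same screening run, cut at about 4.5% in these data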;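 note: 0% = IMP-1 with DMSO and 100% = DMSO wells lacking enzyme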
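Material – recombinant IMP-1 enzyme, purified · Amount – IMP-1 0.2 nM before substrate addition · Medium – HEPES buffer pH 7.1 with ZnSO4 and Brij 35 · Timing – 25 °C, 15 min preincubation, 25 min reaction · Measured by – plate fluorescence quenching by hydrolysis product, ex 480/em 530 nm · Read-out – percent enzyme inhibition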
VIM-2 inh: blocks Pseudomonas aeruginosa VIM-2 metallo-beta-lactamase; purified VIM-2, nitrocefin hydrolysis, epi-absorbance fluorescence; inhibition, % at 5.6 µM; hit rate 0.89% among 290,000;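 active = inhibition above the mean of all tested compounds plus 3 SD, cutoff set per screening run, cut at about 7.5% in these data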;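 note: red hydrolysis product quenches plate fluorescence so inhibitors raise well fluorescence; 0% = enzyme with DMSO and 100% = DMSO without enzyme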
SUMO HTRF inh: inhibitors of human SUMOylation (UBC9); inhibition, % at 35 µM; hit rate 0.36% among 290,000; AID 2006; HTRF SUMOylation assay, SAE1/SAE2 + UBC9, in vitro; in the data active = inhibition above about 50%, passing the limit was not always enough; note: strong numbers were not always called active
Target sequence (P63279 whole entry, looked up): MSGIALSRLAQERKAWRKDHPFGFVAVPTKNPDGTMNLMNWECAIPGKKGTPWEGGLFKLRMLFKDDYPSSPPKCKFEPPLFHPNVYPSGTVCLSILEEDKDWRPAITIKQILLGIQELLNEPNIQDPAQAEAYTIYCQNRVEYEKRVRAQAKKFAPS
NALP1 yeast inh: blocks the NALP1 inflammasome reconstituted in yeast; S. cerevisiae NALP1/ASC/caspase-1 growth, X-gal OD620, 72 h; hit rate 0.61% among 280,000; inhibition, % at 10 µM; in the data active = inhibition mostly above about 24%, no sharp cut-off; inactive = mostly below about 32%; note: some compounds called inactive have numbers as strong as hits
HCV NS3 hel inh: blocks Hepatitis C virus NS3 helicase unwinding; AID 1800; NS3 helicase DNA unwinding, Cy5 molecular beacon fluorescence; inhibition, % at 10.9 µM; hit rate 0.56% among 290,000;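 active = inhibition above the mean of all tested compounds plus 3 SD, set per campaign, cut at about 35% in these data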;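 note: 0% = DMSO wells and 100% = thioflavine S control wells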
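Assay system: hepatitis C virus NS3 helicase domain fragment enzyme. Also added: annealed dual-labelled DNA beacon duplex, ATP-started. Timing: 1 h reaction at 25 °C, ATP-initiated. Technique: Cy5 fluorescence at 0 and 60 min, beacon hairpin quenching. Evaluation: % inhibition of unwinding. Replication: one well per compound.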
MEKK2mut PB1 HTS: signal of MEK5 binding to mutant human MEKK2 PB1 domain. bead flow cytometry, Alexa488-MEK5 binding to MEKK2 mutant. percent response, % at 10 µM. hit rate 0.35% among 290,000. AID 1530; in the data active = percent response above about 24%, passing the limit was not always enough; note: inactives centre near 1; some results filed as inactive read as strong as hits; reference of the scale not given here
MEKK2wt PB1 HTS: raises or lowers MEK5 binding to wildtype human MEKK2 PB1 domain; Q9Y2U5; bead flow cytometry, Alexa488-MEK5 binding to MEKK2 WT; actives lie on both sides; binding response (% of control), % at 10 µM; hit rate 1.1% among 290,000; AID 1531; in the data active = binding response below about 67% or above about 130%
PfM18AAP inh: PfM18AAP enzyme inhibition. hit rate 1.2% among 290,000. recombinant PfM18AAP, H-Glu-NHMec fluorogenic cleavage. inhibition, % at 7.35 µM;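 active = inhibition above the campaign mean inhibition over all tested compounds plus 3 SD, cut at about 28% in these data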;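 note: 0% = plate median of test compound wells and 100% = 2 mM ZnCl2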
An asterisk follows results filed as active; . = not tested or not shown; [ ] = remark or other dose. Random draw from the library, and some 4.7% of all compounds hit somewhere here.

SMILES	FID counter	IMP-1 inh	VIM-2 inh	SUMO HTRF inh	NALP1 yeast inh	HCV NS3 hel inh	MEKK2mut PB1 HTS	MEKK2wt PB1 HTS	PfM18AAP inh
CS(=O)(=O)N1CCN(C(=O)c2ccccc2F)CC1	3	-1.7	-1.6	-12	-2	-6	2	100	-5
O=C(Cn1nc(-c2ccccc2)c2ccccc2c1=O)Nc1cccnc1	-29	-2.5	0.1	-10	21	10	-1	93	9
CCOC(=O)c1cnc(COc2ccccc2Cl)[nH]c1=O	-7	-2.0	1.5	17	14	6	-12	91	-22
CCc1ccc(N2CSC3=C(C#N)C(c4cccs4)CC(=O)N3C2)cc1 (stereo not drawn)	-17	-2.0	-3.7	10	-3	27	-6	89	44*
CCCC(C(=O)NC1CCCC1)N(Cc1ccc(OC)cc1)C(=O)c1snc(C(N)=O)c1N (stereo not drawn)	-36	-5.6	-5.1	4	-16	2	0	93	-1
CC(=O)NC(CCS(C)(=O)=O)C(=O)Nc1ccc(C)c(F)c1 (stereo not drawn)	-1	-2.7	-2.9	-14	15	-1	-10	91	5
N/N=C/C(=N\Nc1ccc(Cl)cc1)C(=O)c1ccncc1	-5	-3.4	8.8*	-15	.	-6	2	91	4
COc1ccc(CCNC(=O)c2ccc3c(c2)NC(=O)C(C(C)C)N3)cc1OC (stereo not drawn)	-29	-2.9	0.1	8	24	0	8	106	14
O=C(COc1ccc(Cl)cc1)NN=C1CCCCCCC1	-17	-6.7	-2.1	14	15	-20	8	106	-6
Cc1ccc([N+](=O)[O-])cc1NCC(=O)NN	-1	-1.5	-3.5	-5	-17	-5	-2	94	4
CC(NC(=O)C(=O)N1CCCCC1)C(c1cccs1)N1CCN(c2ccc(F)cc2)CC1 (stereo not drawn)	-53	-1.2	-2.2	-5	9	-5	0	98	7
CC(=O)C12C3C4C(C5C1C3C5(Br)C41OCCO1)C21OCCO1 (stereo not drawn)	3	-3.0	-3.0	14	6	14	-2	105	-4
CN(C)C(=O)c1cc(C(=O)c2ccc(F)cc2Cl)c[nH]1	-5	-1.4	-0.8	14	18	-10	7	106	-4
COC(=O)CSc1nc2ncc(Cl)cc2[nH]1	7	-2.7	-3.2	-4	27	4	0	98	-4
Cc1ccc(NCN2C(=O)C3CC=C(Cl)CC3C2=O)cc1 (stereo not drawn)	-13	-4.0	0.8	-1	0	3	14	113	-24
Cc1cccc(Nc2nnc(SCc3cc(=O)n4cc(C)ccc4n3)s2)c1	-23	-1.3	0.1	-6	2	23	0	94	5
O=C(O)C1C2C=CC(C2)C1C(=O)OC1CC2CCC1C2 (stereo not drawn)	-13	-4.0	-0.8	15	34	29	8	110	-14
CC(C)c1nnc(NC(=O)CCC(=O)NCc2ccc(F)cc2)s1	-19	-4.2	-2.0	-1	10	2	0	98	-4
CC1(C)CC(=O)C2=C(C1)N1C(=C(C#N)C2c2ccccc2Cl)N=C(N)c2ccccc21 (stereo not drawn)	-7	-2.2	-3.0	3	16	7	-4	95	11
O=C(COC(=O)c1cccc2ccccc12)NCC1CCCO1 (stereo not drawn)	-12	-2.2	-3.0	7	16	7	-2	96	-9
O=C(Nc1ccc(-c2cc3ccccc3oc2=O)c(Cl)c1)c1cccnc1	-2	-2.0	-3.0	22	33*	3	2	101	-11
N#Cc1c(N)nc2c(c1-c1ccccc1)CCC2	-6	0.4	2.2	28	1	-6	3	97	-1
COc1ccc2cc3cc(C(=O)Nc4ccc5c(c4)OCCO5)oc3nc2c1	-4	-0.8	-2.2	46	6	0	12	129	-2
CC1=C(C#N)C(=O)NC(=O)/C1=C/c1ccc(-c2ccc(S(N)(=O)=O)cc2)o1	-11	-1.3	-0.9	.	13	-6	-13	3.0*[inhibitor]	21
Cc1ccccc1C(=O)Nc1ccnn1C1CCN(Cc2cnn(C(C)C)c2)CC1	16	-2.6	-2.0	1	0	-4	11	104	2

Records listed above marked active in PfM18AAP inh.
smiles	IMP-1 inh	VIM-2 inh	SUMO HTRF inh	NALP1 yeast inh	HCV NS3 hel inh	MEKK2mut PB1 HTS	MEKK2wt PB1 HTS	PfM18AAP inh
CCc1ccc(N2CSC3=C(C#N)C(c4cccs4)CC(=O)N3C2)cc1 (stereo not drawn)	-2.0	-3.7	10	-3	27	-6	89	44*

Other compounds follow.
SMILES	FID counter	IMP-1 inh	VIM-2 inh	SUMO HTRF inh	NALP1 yeast inh	HCV NS3 hel inh	MEKK2mut PB1 HTS	MEKK2wt PB1 HTS	PfM18AAP inh
CCN(CC)CCCNC(=O)c1ccc2c(SCC(=O)O)c3c(nc2c1)CCC3	2	-4.1	1.7	9	27	-2	-1	99	-8
COc1ccc(NC(=S)NNC(=O)c2nnn(-c3ccccc3)c2C)cc1	-11	-3.7	-0.3	-16	-5	9	-2	97	11
CN(C)CCNC(=O)c1ccc2c(c1)N(Cc1ccc(F)cc1)CCS2	17	-3.5	-3.3	30	-14	-53	9	131	3
Cc1c(C(=O)NC(C)C)c(-c2ccccc2)nn1-c1ccccc1	-11	-1.4	-1.8	-2	39	-6	0	99	3
O=C(NCc1ccccc1)C(c1ccc(F)cc1)N(C(=O)c1csnn1)c1ccccc1 (stereo not drawn)	-35	1.6	1.1	14	23	27	-5	96	2
CCOc1cc(C)c(C(C)C)cc1S(=O)(=O)N1CCOCC1	-19	-1.8	-2.4	-6	-2	3	14	104	4
Nc1ccc2c(c1)C(=O)N(CCCC(=O)O)C2=O	2	-0.9	3.0	29	16	9	5	103	6
O=C(CNC(=O)c1cccs1)OCc1ccc(Br)cc1	-8	-3.0	-2.2	7	21	-3	5	108	-2
CN1CCN(CCCNC(=O)C2CCN(c3nnc(-n4cccc4)s3)CC2)CC1	21	-2.5	-1.5	-16	4	-3	.	.	-7
Cc1ccc(C(=O)Nc2ccc(C(=O)/C=C/c3cccs3)cc2)cc1	1	-2.0	-7.1	29	-7	0	-1	93	5
Cc1cc(C=O)c(O)cc1O	-4	-3.9	0.1	9	18	23	7	100	-1
CCOC(=O)Cn1cc(/C=N/N2C(=O)C3C4C=CC(C4)C3C2=O)c2ccccc21 (stereo not drawn)	-4	-2.3	-3.1	2	6	5	0	95	3
CCOC(=O)N1CCC(NC(=O)CC2C(=O)NCCN2Cc2ccccc2)CC1 (stereo not drawn)	-24	-0.7	-1.1	6	7	2	6	109	-4
CC12CCC(=O)N1C(C(=O)OCc1c(Cl)cccc1Cl)CS2 (stereo not drawn)	-34	-0.8	0.8	-4	6	3	3	104	-5
CC(=O)c1ccc2c(c1)C1C=CCC1C(c1ccncc1)N2 (stereo not drawn)	-12	-1.1	-3.0	15	-9	17	3	102	20
CN(Cc1ccccc1)C(=O)c1nc2ccccn2c1CNCCn1cccn1	-2	-2.4	-1.2	11	15	0	-5	93	-15
CCN(CC)S(=O)(=O)c1cc(NC(=O)CN2C(=O)NC3(CCCc4ccccc43)C2=O)ccc1C (stereo not drawn)	-20	-1.7	-0.2	-16	28	-14	0	101	-3
Cc1sc(NC(=O)c2ccccc2)c(C(=O)c2ccccc2)c1C	4	-2.5	-4.0	10	-6	11	1	100	32*
O=C(CN1C(=O)S/C(=C\c2ccccc2F)C1=O)NC1CCS(=O)(=O)C1 (stereo not drawn)	-2	-1.2	-0.6	2	13	2	-1	99	10
Cc1cc(C)c(C)c(S(=O)(=O)NCC(=O)N2CCCC2)c1C	-21	-4.7	-0.3	10	1	-29	2	100	3
Cc1cccn2c(=O)c(/C=C(\C#N)C(=O)NCc3ccco3)c(N3CCCC(C)C3)nc12 (stereo not drawn)	-2	-2.7	-0.1	11	23	19	18	111	-8
CCCCn1c(N)c(N(CC(C)C)C(=O)C2CC(=O)N(Cc3ccco3)C2)c(=O)[nH]c1=O (stereo not drawn)	0	-2.0	0.3	6	24	2	7	106	1
COc1cc(-c2cc(C(=O)Nc3nc4ccccc4s3)c3ccccc3n2)cc(OC)c1OC	1	0.7	-0.4	9	14	-3	-4	90	-12
CN1OCC(S(=O)(=O)c2ccccc2)C1c1ccccc1 (stereo not drawn)	-5	-4.3	-1.4	-3	2	0	-6	93	4
COc1ccc(NC(=O)CCNS(=O)(=O)c2ccc3[nH]c(=O)oc3c2)cc1Cl	0	-2.5	-1.9	10	13	5	5	97	1
Cc1c(C(=O)NCc2ccccc2F)oc2ccccc12	-24	-0.9	-5.4	-2	-1	-5	9	106	3
O=C(Cc1cccc2ccccc12)Nc1cc(C(=O)O)cc(C(=O)O)c1	3	-3.8	-2.9	-1	2	6	4	104	0

In a second layout: 14 of the compounds above
| molecule | FID counter | IMP-1 inh | VIM-2 inh | SUMO HTRF inh | NALP1 yeast inh | HCV NS3 hel inh | MEKK2mut PB1 HTS | MEKK2wt PB1 HTS | PfM18AAP inh |
| --- | --- | --- | --- | --- | --- | --- | --- | --- | --- |
| CC12CCC(=O)N1C(C(=O)OCc1c(Cl)cccc1Cl)CS2 (stereo not drawn) | -34 | -0.8 | 0.8 | -4 | 6 | 3 | 3 | 104 | -5 |
| CC(=O)c1ccc2c(c1)C1C=CCC1C(c1ccncc1)N2 (stereo not drawn) | -12 | -1.1 | -3.0 | 15 | -9 | 17 | 3 | 102 | 20 |
| CN(Cc1ccccc1)C(=O)c1nc2ccccn2c1CNCCn1cccn1 | -2 | -2.4 | -1.2 | 11 | 15 | 0 | -5 | 93 | -15 |
| CCN(CC)S(=O)(=O)c1cc(NC(=O)CN2C(=O)NC3(CCCc4ccccc43)C2=O)ccc1C (stereo not drawn) | -20 | -1.7 | -0.2 | -16 | 28 | -14 | 0 | 101 | -3 |
| Cc1sc(NC(=O)c2ccccc2)c(C(=O)c2ccccc2)c1C | 4 | -2.5 | -4.0 | 10 | -6 | 11 | 1 | 100 | 32* |
| O=C(CN1C(=O)S/C(=C\c2ccccc2F)C1=O)NC1CCS(=O)(=O)C1 (stereo not drawn) | -2 | -1.2 | -0.6 | 2 | 13 | 2 | -1 | 99 | 10 |
| Cc1cc(C)c(C)c(S(=O)(=O)NCC(=O)N2CCCC2)c1C | -21 | -4.7 | -0.3 | 10 | 1 | -29 | 2 | 100 | 3 |
| Cc1cccn2c(=O)c(/C=C(\C#N)C(=O)NCc3ccco3)c(N3CCCC(C)C3)nc12 (stereo not drawn) | -2 | -2.7 | -0.1 | 11 | 23 | 19 | 18 | 111 | -8 |
| CCCCn1c(N)c(N(CC(C)C)C(=O)C2CC(=O)N(Cc3ccco3)C2)c(=O)[nH]c1=O (stereo not drawn) | 0 | -2.0 | 0.3 | 6 | 24 | 2 | 7 | 106 | 1 |
| COc1cc(-c2cc(C(=O)Nc3nc4ccccc4s3)c3ccccc3n2)cc(OC)c1OC | 1 | 0.7 | -0.4 | 9 | 14 | -3 | -4 | 90 | -12 |
| CN1OCC(S(=O)(=O)c2ccccc2)C1c1ccccc1 (stereo not drawn) | -5 | -4.3 | -1.4 | -3 | 2 | 0 | -6 | 93 | 4 |
| COc1ccc(NC(=O)CCNS(=O)(=O)c2ccc3[nH]c(=O)oc3c2)cc1Cl | 0 | -2.5 | -1.9 | 10 | 13 | 5 | 5 | 97 | 1 |
| Cc1c(C(=O)NCc2ccccc2F)oc2ccccc12 | -24 | -0.9 | -5.4 | -2 | -1 | -5 | 9 | 106 | 3 |
| O=C(Cc1cccc2ccccc12)Nc1cc(C(=O)O)cc(C(=O)O)c1 | 3 | -3.8 | -2.9 | -1 | 2 | 6 | 4 | 104 | 0 |

Compound activity: PubChem, several laboratories
